HP1b chromo inh – blocks HP1-beta chromodomain binding to methylated histone tails. Potency, µM (titrated, usually from 114 µM), for inactives: at the highest dose activity change, negative = inhibition, actives largely listed as inhibitors. 390,000 compounds, 0.56% hits. P83916. AlphaScreen HP1-beta / biotin-H3K9me3 peptide binding; further: potency means the concentration at half of the fitted maximal effect; nearly all actives have a fitted effect of over 70% in size; inactives centre near 23
Target sequence (P83916 whole entry, looked up): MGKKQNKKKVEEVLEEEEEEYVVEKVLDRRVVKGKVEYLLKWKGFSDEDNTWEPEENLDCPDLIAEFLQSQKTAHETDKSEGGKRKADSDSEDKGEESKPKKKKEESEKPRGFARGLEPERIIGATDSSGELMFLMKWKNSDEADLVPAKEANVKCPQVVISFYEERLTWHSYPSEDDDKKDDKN
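Compound inhibition of the preformed complex between 50 nM HP1-beta and 50 nM biotinylated H3K9me3 peptide was read by AlphaScreen. Buffer was PBS pH 7.4 with 0.01% Tween-20. Incubations ran 30 min at room temperature, with 10 ug/mL donor/acceptor beads.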
USP1 inh – USP1/UAF1 (human) deubiquitinase inhibition. recombinant USP1/UAF1, Ub-Rhodamine cleavage fluorescence. 390,000 compounds, 0.23% hits. O94782. Potency, µM (top dose mostly 57.1 µM), for the others: top-dose activity change, negative = inhibition, most hits filed as inhibitors. AID 743255; further: potency means the concentration at half of the fitted maximal effect; on the % scale 0 is the no-effect control and ±100 the full control effect; nearly all actives have a fitted effect of over 60% in size; inactives centre near -12
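High-throughput fluorogenic screen: 1nM USP1/UAF1 complex, Ub-Rho substrate 150nM final, 50mM HEPES pH 7.8 with 0.5mM EDTA, 0.1 mg/ml BSA, 1mM TCEP and 0.01% Tween-20.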
PI4K2A inh – inhibitors of human PI4K2A. Q9BTU6. purified PI4K2A, ADP-Glo luminescence, 1 h; hits give low values. activity change, negative = inhibition, % at 76.9 µM. 420,000 compounds, 0.13% hits; in the data active means activity change below about -50%; inconclusive means mostly about -30% to -49%;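 further: -100% = wells without enzyme as full effect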
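PI4K2A activity was measured by ADP-Glo luminescence: enzyme (4 ug/mL stock) and phosphatidylinositol (1.2 mM stock) in Tris pH 7.5/MgCl2/EGTA/Triton X-100 buffer were reacted with ATP (300 microM stock) for one hour at ambient temperature.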
Pin1 inh – human Pin1 inhibition | Q13526 | Pin1 FP peptide displacement, HiFluor488, 10 min | AID 504891 | Potency, µM (series often up to 115 µM), without a hit: at the highest dose activity, negative = inhibition, most hits filed as inhibitors | 390,000 compounds, 0.009% hits; active means well fitted inhibition curve with a large enough effect in the polarisation, with a control signal flat, not every such curve was filed as active; inconclusive means small, poorly fitted or top-dose-only effect, or effect the other way, or a change in a side signal; inactive means no such curve, though single readings can be large or run the other way; the % refers to the polarisation; further: potency means the concentration at half of the fitted maximal effect; on the % scale 0 is the no-effect control and ±100 the full control effect
TrxR1 inh – rat TrxR1 inhibition | recombinant rTrxR1, NADPH fluorescence consumption, selenite substrate | Potency, µM (doses to about 114 µM), inactives show at the top dose activity change, negative = inhibition, hits mostly inhibitors | 390,000 compounds, 1% hits; further: potency means the concentration at half of the fitted maximal effect; on the % scale 0 is the no-effect control and ±100 the full control effect; nearly all actives have a fitted effect of over 65% in size
Target sequence (O89049 whole entry, looked up): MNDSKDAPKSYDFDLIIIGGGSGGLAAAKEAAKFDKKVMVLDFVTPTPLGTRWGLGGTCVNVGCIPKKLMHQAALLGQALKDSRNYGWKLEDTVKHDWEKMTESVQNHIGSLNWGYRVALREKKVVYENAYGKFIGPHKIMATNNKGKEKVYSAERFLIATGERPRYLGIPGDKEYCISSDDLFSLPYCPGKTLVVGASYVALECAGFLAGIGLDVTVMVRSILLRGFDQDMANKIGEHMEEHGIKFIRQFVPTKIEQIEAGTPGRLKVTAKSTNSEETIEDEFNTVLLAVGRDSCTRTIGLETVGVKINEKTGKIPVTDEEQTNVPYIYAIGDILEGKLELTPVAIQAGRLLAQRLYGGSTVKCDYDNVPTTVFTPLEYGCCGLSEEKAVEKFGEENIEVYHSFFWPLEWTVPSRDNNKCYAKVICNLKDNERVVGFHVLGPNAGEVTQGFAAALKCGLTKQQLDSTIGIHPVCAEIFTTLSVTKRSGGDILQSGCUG
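Rat TrxR1 (90 nM in the dispensed reagent) was pre-reduced with 400 uM NADPH for 5 min at room temperature, then incubated with compound for 15 min. After 400 uM selenite was added, NADPH fluorescence (Ex 340/Em 450 nm) was followed for 8 min.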
mIDH1 inhibitor – inhibitors of human mutant IDH1 R132H; O75874; IDH1-R132H enzyme, NADPH consumption, diaphorase/resazurin fluorescence; Potency, µM (doses to about 76.6 µM), for inactives: top-dose activity change, negative = inhibition, hits mostly inhibitors; 390,000 compounds, 0.093% hits; AID 602179; further: potency means the concentration at half of the fitted maximal effect; on the % scale 0 is the no-effect control and ±100 the full control effect; nearly all actives have a fitted effect of over 65% in size
Target sequence (O75874 whole entry R132H, stated change not applied): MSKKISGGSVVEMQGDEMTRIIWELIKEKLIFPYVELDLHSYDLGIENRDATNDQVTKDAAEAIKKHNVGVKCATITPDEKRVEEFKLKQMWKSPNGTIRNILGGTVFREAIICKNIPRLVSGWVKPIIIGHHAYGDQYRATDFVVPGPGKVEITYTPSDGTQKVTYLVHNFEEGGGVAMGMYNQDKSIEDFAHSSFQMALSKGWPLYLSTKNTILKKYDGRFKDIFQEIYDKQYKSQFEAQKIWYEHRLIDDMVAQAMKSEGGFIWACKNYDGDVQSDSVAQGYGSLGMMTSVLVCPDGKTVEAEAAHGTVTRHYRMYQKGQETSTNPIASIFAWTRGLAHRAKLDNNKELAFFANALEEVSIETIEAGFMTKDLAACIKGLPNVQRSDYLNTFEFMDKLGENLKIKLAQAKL
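IDH1-R132H (0.5 ug/mL dispensed) in pH 7.5 Tris buffer was preincubated 30 min with compound, then given a substrate mix of 0.016 mM NADPH and 2 mM alpha-KG for 80 min at room temperature; remaining NADPH was read by diaphorase/resazurin fluorescence.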
PGK inhibitor – blocks T. brucei phosphoglycerate kinase; AID 602233; P07378; PGK/GAPDH coupled, Kinase-Glo luminescence, 60 min; 380,000 compounds, 0.043% hits; Potency, µM (series often up to 57.5 µM), for inactives: at the top dose activity change, negative = inhibition, most hits filed as inhibitors; further: potency means the concentration at half of the fitted maximal effect; on the % scale 0 is the no-effect control and ±100 the full control effect; nearly all actives have a fitted effect of over 60% in size
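Luminescent ATP detection (Kinase-Glo Plus) follows a 60-minute room-temperature incubation, with wells lacking PGK as controls. Buffer: 100 mM TEA (pH 7.6), 5 mM MgCl2, 0.01% Tween-20. Coupling enzyme GAPDH (100 nM final) supplies unstable 1,3-BPG in-well.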
TrxR1 substrate – is turned over as a substrate by rat TrxR1; O89049; purified TrxR1 substrate turnover, NADPH consumption readout; Potency, µM (top dose mostly 114 µM), inactives show at the highest dose activity change, negative = substrate turnover; 390,000 compounds, 0.01% hits; AID 588456; further: potency means the concentration at half of the fitted maximal effect; on the % scale 0 is the no-effect control and ±100 the full control effect; nearly all actives have a fitted effect of over 50% in size
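Rat TrxR1, dispensed at 90 nM, was prereduced with 400 uM NADPH (final) for 5 min at ~22 deg C, then incubated with compound 15 min before 400 uM selenite. A first-read NADPH fluorescence drop versus no-compound background flagged substrates.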
GLS inh – glutaminase GLS (human) inhibition; GLS enzymatic activity, qHTS titration; O94925; Potency, µM (doses to about 45.5 µM), for inactives: at the highest dose activity change, negative = inhibition, actives largely listed as inhibitors; 410,000 compounds, 0.21% hits; AID 624170; further: potency means the concentration at half of the fitted maximal effect; on the % scale 0 is the no-effect control and ±100 the full control effect
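Human kidney-isoform GLS in 45 mM KH2PO4 pH 8.2, 0.02% Tween-20, with compound, started with 1mM L-Glutamine (added stock). Glutamate oxidase/HRP/Amplex red coupled fluorescence read at start and after 30 min at RT.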
Starred values were filed as active, the others as inactive; i = inactive; ? = inconclusive; · = no result given; [ ] = remark or other dose. Unless noted, the call rests on the fitted dose curve; in most records, active means well fitted curve in the direction sought with a large enough effect; inconclusive means small, poorly fitted or top-dose-only effect, or another doubt; inactive means no such curve, though single readings can be large; an effect the other way counts as inactive or inconclusive. Not all compounds are listed; rates above refer to the full screens.

The line under a structure holds: HP1b chromo inh, USP1 inh, PI4K2A inh, Pin1 inh, TrxR1 inh, mIDH1 inhibitor, PGK inhibitor, TrxR1 substrate, GLS inh
- Oc1ccc(C[C@@H]2CNC(=S)N2CCCCC2CCCCC2)cc1
→ -7%, -16%, 0, -1%, 28%, -3%, -1%, -2%[57.1 µM], 13%
- CCOC(=O)N1CCN(c2c(-c3ccccc3)c3cc(Cl)ccc3[nH]c2=O)CC1
→ 22%, -18%, -2, 3%, -9%, ?, 0%, -10%, 0%
- CN(Cc1ccco1)C(=O)c1ccc(S(=O)(=O)N2CCCCCC2)cc1
→ 20%, -9%, -12, 0%, 3%, -8%, 10%, 0%, -2%
- O=C(NCCN1CCOCC1)c1ccc(Cl)c(S(=O)(=O)NCc2ccccc2)c1
→ 33%, -7%, 2, 4%, 9%, 5%, 8%, 1%, 4%
- CCc1ccc(NC(=O)CSc2nccn2-c2ccc(OC)cc2)cc1
→ -5%[57 µM], -5%, -6, -3%, 12%[57.1 µM], 6%, -3%, 3%[57.1 µM], -8%
- CCC1Sc2ccc(S(=O)(=O)Nc3ccc(OC)c(OC)c3)cc2NC1=O (configuration not stated)
→ 20%, -21%, 1, 4%, 13%, -15%, -4%, 1%, -4%
- O=C(/C=C/c1ccc2c(c1)S(=O)(=O)N(Cc1ccccc1)[C@H]2CC(=O)N1CCOCC1)N1CCOCC1
→ 48%[activator], 15%, 1, -12%, -3%, -1%, 6%, 2%, 5%
- COc1ccc(CNC(=O)CN(c2ccc(C(C)C)cc2)S(=O)(=O)c2c(C)nn(C)c2C)cc1
→ 12%, 5%, 4, -5%, 5%, -12%, -10%, -5%, -1%
- O=C(CC(C(=O)O)C1CCCO1)Nc1cccc(C(F)(F)F)c1 (configuration not stated)
→ 17%, -9%, -3, 0%, -26%, 2%, i, -12%, -7%
- Cc1nn(C(=O)c2ccoc2C)c(N)c1-c1ccccc1
→ 23%, -16%, 6, -7%, 10%[57.1 µM], 5%, -11%, -5%, 2%
- CC(=O)C1=C(C)N(Cc2ccccc2)C(=O)N[C@H]1c1ccco1
→ 30%, -24%, -1, 15%, -41%, -2%, -14%, 8%[57.1 µM], 0%
- O=C(Cn1cc2c(n1)CCCC2)NC1CCCCCC1
→ 14%, -20%, -6, -1%, 9%[57.1 µM], -4%, -1%, 1%[57.1 µM], 0%
- O=C(c1ccc2c(=O)n(-c3ccccc3)c(=S)[nH]c2c1)N1CCN(c2ccccc2)CC1
→ 39%, -15%, -1, 8%, -9%, -7%, -2%, -1%, 10%
- O=C(O)c1nccnc1C(=O)Nc1ccc(Cl)cn1
→ 7%[57 µM], -2%, -1, ?, -2%, 30%, 0%, -4%, 6%
- CCOc1cc(C(=O)OCc2ccc(C(=O)OC)o2)cc(Br)c1OC
→ 99%[activator], ?, 9, 2%, 10%, 5%, -2%, -1%, 1%
- COc1cc(/C=N\NC(=O)c2nonc2N)c(OC)cc1Br
→ 49%[activator], -22%, 0, 8%, 19%, 3%, i, 7%, -9%
- Cc1ccc(NNC2CC(=O)N(c3cccc(Cl)c3)C2=O)cc1 (configuration not stated)
→ 35%, -25%, -3, 8%, -12%, -1%, 5%, -5%, 14%
- O=C(Nc1cc(C(F)(F)F)ccc1N1CCOCC1)c1ccco1
→ -3%, 2%, 2, -7%, 27%, 3%, ·, 28%, 0%
- CCc1nnc2c3ccccc3nc(Nc3ccc(C(C)=O)cc3)n12
→ 21%, -26%, -1, -1%, -4%, 22%, 1%, -5%, 2%
- COc1ccccc1CN(C)C(=O)c1cc2ccccc2o1
→ 29%, -15%, 5, -3%, 14%, 6%, -6%, 3%, -10%
- CCc1c(O)nc(SCC(=O)Nc2ccc(Br)cc2)n(-c2ccc(C)cc2)c1=O
→ 15%, -13%, -3, 30%, 28%, -16%, -10%, -1%, 0%
- Cc1cc(Cn2nc(C(=O)NCC3CC3)cc2-c2ccccc2)on1
→ 41%[activator], -2%, 9, -5%, 14%, 6%, i, -3%, -4%
- CNC(=S)N/N=C/c1c(C)c(C(=O)c2ccc(F)cc2)n2ccccc12
→ -13%, -22%, -1, ?, 5%[57.1 µM], 8%, -4%, 5%[57.1 µM], 12%
- CCOC(=O)CC(=O)CSc1nc2ccccc2c(=O)n1CCc1ccc(S(N)(=O)=O)cc1
→ 15%, -20%, 1, 23%, 6%[57.1 µM], -3%, i, -3%[57.1 µM], 3%
- CCCCSc1nc2c([nH]1)c(=S)n(C)c(=O)n2C
→ 6%, -7%, 0, 9%, -17%, 7%, 6%, -16%, 17%
- O=C(COC(=O)CNC(=O)c1ccccc1F)NC12CC3CC(CC(C3)C1)C2
→ 28%, -7%, 0, -3%, 4%, -1%, 1%, -1%, -3%
- Cc1nn(Cc2nc(-c3cccs3)no2)c(C)c1Br
→ 48%[activator], -16%, 1, 0%, 9%[57.1 µM], -4%, -9%, 5%[57.1 µM], -1%
- COc1ccc(NC(=O)CC2C(=O)N(c3ccc(F)cc3)C(=O)N2Cc2ccco2)cc1 (configuration not stated)
→ 18%, -3%, 0, -4%, -12%, 28%, 2%, -12%, 3%
- CCOC(=O)C1C(=O)CC(C)(O)C(C(=O)OCC)C1c1cccc(OC(F)(F)C(F)F)c1 (configuration not stated)
→ 21%, -3%, -2, -1%, -5%, 0%, 0%, -4%, 0%
- Cc1cc(=O)[nH]c(SCC(=O)N2CCCC2)n1
→ 21%, -11%, -1, 1%, 13%, 3%, 5%, 5%, 2%
- COc1ccc2c(CC(=O)Nc3ccc(C)cc3)coc2c1
→ -6%, -6%, 1, -2%, 26%, -7%, -2%, -1%, -17%
- CCN(C(=O)COC(=O)c1cc2ccccc2cc1O)C1CCS(=O)(=O)C1 (configuration not stated)
→ 31%, -8%, 2, 0%, -3%, 3%, 0%, -7%, 25%
- Cc1c(C(=O)N(C)C)sc2c1c(=O)n(-c1ccc(Cl)c(Cl)c1)c(=O)n2Cc1ccc(F)cc1
→ 32%, -4%, -2, 23%, 10%[57.1 µM], -23%, -6%, -1%[57.1 µM], -3%
- CC(=O)Nc1cc(NC(C)=O)c(N=Nc2ccccc2)cc1C
→ 20%, -7%, 2, 1%, 16%, 3%, 2%, -4%, 11%
- COCCNC(=S)N(CCc1c(C)[nH]c2ccc(OC)cc12)Cc1ccco1
→ ?, -23%, 5, 1%, 10%, -5%, 6%, 7%[57.1 µM], -6%
- O=C(Nc1ccc([N+](=O)[O-])cc1)C1(c2ccccc2)CCOCC1
→ 19%, -17%, -1, 1%, 19%, -1%, 6%, 7%, -14%
- COc1ccc(NC(=O)NCCN2CCCCC2)cc1
→ 40%[activator], -7%, -1, -2%, 14%, -2%, 2%, 0%, 21%
- COCCN(C(=O)C1CCN(C(=O)c2ccccc2C)CC1)c1c(N)n(CC(C)C)c(=O)[nH]c1=O
→ -12%, 6%, -3, 9%, -6%, 0%, -5%, -7%, 11%
- Cc1ccc(N2C(=O)Nc3ccccc3S2(=O)=O)cc1Cl
→ 33%, -19%, 3, 1%, 8%[57.1 µM], 4%, 6%, 10%[57.1 µM], -9%
- CCCc1nc2ccccc2c(=O)n1/N=C/c1ccccc1O
→ 50%[activator], -14%, -6, 3%, 5%, 5%, i, -2%, 14%
- Cc1coc2c(C)c3oc(=O)c(CC(=O)NCc4ccccc4)c(C)c3cc12
→ 13%, -1%, 2, 4%, 19%, 7%, -9%, 9%, 1%
- C=CCOc1ccccc1CN1CCC(C(=O)Nc2cccc(-c3ccn[nH]3)c2)CC1
→ 14%, -18%, -1, 0%, 3%, -7%, -1%, -3%, -2%
- O=c1[nH]c(SCc2ccccc2)nc2ccsc12
→ 49%[activator], -3%, -1, 6%, 15%[57.1 µM], 8%, 6%, 6%[57.1 µM], 12%
- COc1ccccc1CC(=O)N1CCN(c2ccc([N+](=O)[O-])cc2)CC1
→ 45%[activator], -18%, 7, -3%, 18%, 16%, -2%, -3%, -4%
- CN(C)CC/C=C1\c2ccc(F)cc2Sc2cc(F)c(Cl)cc21
→ 9%, -11%, -4, 5%, 11%, 13%, -4%, 6%, 0%
- COC(C(=O)Nc1ccnn1C1CCN(Cc2ccc(C)o2)CC1)c1ccccc1 (configuration not stated)
→ 16%, 3%, -5, 6%, -15%, -2%, 0%, -3%, 9%
- COc1ccc(S(=O)(=O)N2CCOCC2)cc1NC(=O)c1ccc(S(=O)(=O)N2CCCCC2)cc1
→ 24%, -11%, -4, 22%, 1%, -1%, i, -7%, -3%
- CCN(CC)c1ccc2nc3ccccc3[n+](CC)c2c1
→ ?, -24%, -55*, -4%, -26%, 12%, ?, -11%, -18%
- COc1ccc(Cl)c2sc(N3CCN(C(=O)C4=COCCO4)CC3)nc12
→ 7%, -11%, 5, 0%, -8%, -12%, 5%, -4%, 12%
- O=C(CN1C(=O)CCC1=O)Nc1nc(-c2ccc(Cl)s2)cs1
→ 25%, 4%, 4, -7%, -3%, 1%, -5%, -4%, 0%

An excerpt from above in order of the HP1b chromo inh value, rising.
compound | HP1b chromo inh
CNC(=S)N/N=C/c1c(C)c(C(=O)c2ccc(F)cc2)n2ccccc12 | -13%
COc1ccc(CNC(=O)CN(c2ccc(C(C)C)cc2)S(=O)(=O)c2c(C)nn(C)c2C)cc1 | 12%
Cc1ccc(N2C(=O)Nc3ccccc3S2(=O)=O)cc1Cl | 33%

Screening results deposited in PubChem BioAssay by National Center for Advancing Translational Sciences (NCATS).
